SKKanGAS inh: inhibitors of SKKanGAS S. pyogenes growth in kanamycin (SK-promoter or general growth effect); 300,000 tested, 1.3% active; BacTiter-Glo, 6 h; inhibition, % at 7.5 µM;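 active = mean replicate score, as percent of positive control median, at least 50; inconclusive = mean below 50 but one replicate at or above 50; inactive = mean and every replicate below 50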;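 note: strain carries kanamycin resistance gene driven by streptokinase promoter and grows in 40 µg/ml kanamycin; loss of luminescence reflects streptokinase promoter inhibition or plain growth inhibition; 0% = median of DMSO wells and 100% = positive control at its reference dose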
HSF1 inh: HSF1 inhibition | NIH3T3-HGL HSE-luciferase, MG132-induced, luminescence 8 h; active compounds read low | activity change, negative = inhibition, % at 7.5 µM (by protocol) | 300,000 tested, 0.77% active | AID 2098;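 active = more than half of replicate wells show activity change below -50%, luminescence cut by over half; inconclusive = some wells, but at most half, below -50%; inactive = no replicate well below -50%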;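 note: luciferase reports HSF-1 transcriptional activity via heat shock element; 0% = median of DMSO wells and -100% = zero luminescence signal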
HIF activator: HIF pathway transcriptional activation; U2OS HRE-luciferase reporter, luminescence; normalized: DMSO 0%, desferrioxamine 100%; activation, % at 7.5 µM (by protocol); 300,000 tested, 0.32% active;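 active = mean activation of at least 10% of the iron chelator positive control signal, with at least half of replicates also reaching 10%; inconclusive = mean and replicate majority disagree about reaching 10%; inactive = mean and most replicates under 10%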
HSP90 refold inh: inhibitors of HSP90 luciferase refolding in rabbit reticulocyte lysate. inhibition, % at 5.6 µM. AID 1789. 290,000 tested, 0.91% active. luciferase refolding luminescence, 3 h;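 active = inhibition above the screen-wide mean plus 3 SD, computed separately per campaign, cut at about 16% in these data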;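 note: 0% = DMSO wells and 100% = 60 µM geldanamycin wells; inhibitors lower the luminescence because luciferase stays unfolded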
aSyn 5UTR inh: MLPCN primary screen, SNCA 5' untranslated region; 300,000 tested, 0.82% active; inhibition, % (tested at 7.5 µM); AID 1813; alpha-synuclein 5'UTR reporter, inhibitor activity; in the data active = inhibition above about 60%; inconclusive = no clear call, values can overlap the other calls;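 note: H4 neuroglioblastoma cells stably carrying SNCA 5'UTR luciferase fusion; 0% = DMSO wells and 100% = positive control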
KLF5 inhibitor: kruppel-like factor 5 inhibition. DLD-1 KLF5 promoter-luciferase reporter, luminescence. inhibition, % at 5 µM. 290,000 tested, 0.23% active. AID 1700;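 active = inhibition above a per-plate limit of that plate's mean compound inhibition plus 3 SD, cut at about 60% in these data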;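 note: 0% = DMSO wells and 100% = LY294002 at 200 µM; higher means less KLF5 promoter-driven luciferase light; inactives centre near -14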
HSF1 activator: increases HSF-1 driven luciferase reporter signal | activation, % at 9 µM | 300,000 tested, 1.7% active | NIH3T3-HGL HSF-1 luciferase reporter, MG132, 8 h; 100% = twice DMSO control signal;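 active = mean replicate activation of at least 50% with a set share of replicates each reaching 50%; inconclusive = only one of those two conditions met; inactive = mean below 50% and too few replicates reaching it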;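 note: 0% = median of the neutral control wells and 100% = twice that signal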
IEC-6 cytotox: kills IEC-6 intestinal cells in KLF5 counter-screen; IEC-6 cytotoxicity, luminescence viability; inhibition, % at 5 µM; 290,000 tested, 0.78% active; AID 1825; in the data active = inhibition above about 22%;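 note: 0% = plate median of test compound wells and 100% = cytotoxic reference compound wells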
AI-2 QS modul: Vibrio harveyi AI-2 quorum sensing modulation; 300,000 tested, 0.4% active; AID 2094; Vibrio harveyi JMH597 AI-2 luminescence/OD600 ratio, 9 h; active compounds read low; strain lacks LuxN and CqsS sensors; 0 = neutral-control median; activity change, % at 7.5 µM; in the data active = activity change below about -75%, passing the limit was not always enough; inconclusive = no clear call, values can overlap the other calls;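 note: luminescence divided by OD600 gain over 9 h not by final OD600 alone; inactives centre near 13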
Platelet DG rel: modulates dense granule release in human platelets. inhibition, %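 (compounds screened at 7.5 µM in platelet-rich plasma)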. human platelet-rich plasma, SFLLRN dense granule ATP release, luminescence. 300,000 tested, 0.22% active;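 active = mean replicate score, as percent of positive control, at or above 50; inconclusive = mean below 50 but at least one replicate at or above 50; inactive = mean and every replicate below 50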
* marks the source's active call; other numbers are inactive results; ? = inconclusive; nt = not tested or not shown.

SMILES	SKKanGAS inh	HSF1 inh	HIF activator	HSP90 refold inh	aSyn 5UTR inh	KLF5 inhibitor	HSF1 activator	IEC-6 cytotox	AI-2 QS modul	Platelet DG rel
NC(=O)c1c(NC(=O)CSc2nnc(Cc3ccccc3)n2Cc2ccco2)sc2c1CCC2	9	3	-0.3	-3	15	-15	18	-2	17	-2
O=C(CCn1c(=O)sc2ccccc21)NCCN1CCOCC1	-2	0	-0.2	3	9	0	-16	-2	19	2
CCOC(=O)CSc1nc2sc3c(c2c(=O)n1CC)CC(C)(C)OC3	-7	-9	nt	5	2	0	11	6	7	-4
COc1ccc(Cn2c(C3CC3)nc3ccc(NC(=O)c4cccnc4)cc3c2=O)cc1	12	-14	4.1	6	-176	-5	-33	37*	17	-10
CCCCN(CCCC)CCNC(=O)c1cn(CC)c2ccc(S(=O)(=O)N(C)C3CCCCC3)cc2c1=O	-1	19	-0.6	-2	-14	-30	23	3	16	18
CC(CN1CCCCC1)OC(=O)/C=C/c1ccccc1 (configuration not stated)	-1	-2	-1.2	0	-4	-32	4	-3	9	-3
O=C(CSc1n[nH]c(=O)n1-c1cccnc1)Nc1ccccc1Cl	-6	5	-0.4	0	3	-11	2	4	16	-3
Cc1nn(C)c(Cl)c1/C=N/OC(=O)c1ccc(F)cc1	-1	-2	-0.3	-3	-20	-20	-6	3	27	-1
Oc1ccc2nnc3c(Br)cnn3c2c1	-2	-1	-1.5	-2	-1	-24	7	-2	22	2
CCOC(=O)c1nc(C)n(-c2ccc([N+](=O)[O-])cc2)n1	-6	-7	0.4	2	15	-6	-2	-2	35	6
O=C(O)/C(=N/NC(=O)c1ccc(Cl)cc1)c1ccccc1	17	4	-0.1	4	-2	-22	5	6	16	-1
c1csc(-c2nc(NCCCN3CCOCC3)c3ccccc3n2)c1	0	-6	0.1	-6	-16	-12	-1	-2	9	10
CC(C)c1cc(=O)[nH]c(SCC(=O)NC2CCCC2)n1	0	4	-0.1	-2	1	-48	-5	0	1	3
Cn1cccc1Cc1nnc(SCC(=O)NCc2ccc3c(c2)OCO3)n1CCc1ccccc1	-1	0	-0.4	5	28	-5	13	2	6	0
CSc1nc(SCC(=O)O)c2sc3nc(-c4ccccc4)c4c(c3c2n1)CCC4	68*	0	0.1	2	-15	-7	-1	-17	30	20
CC1CCCCC1NC(=O)CSc1nnnn1-c1ccccc1 (configuration not stated)	0	-3	-1.2	1	-7	-8	-11	4	6	2
COC(=O)COc1ccc(NC(=O)C(c2ccccc2)c2ccccc2)cc1	-3	14	3.3	3	-2	-18	23	25*	-6	-10
CN(CCC#N)C(=S)Nc1ccc(Oc2ccccc2)cc1	-7	-8	0.0	2	3	-25	-14	-6	11	-4
COc1cnc(NS(=O)(=O)c2ccc(N)cc2)nc1	1	-2	0.1	-1	19	-2	3	7	26	4
NNc1nc(-c2ccccc2)nc(-c2ccccc2)c1Br	16	-4	-0.2	nt	0	nt	-7	nt	12	2
CNC(=S)N1CCN(c2ccc(OC)cc2)CC1	0	1	0.0	-1	2	-26	-11	-2	15	-8
O=C(O)CC1S/C(=N/N=C2CCCCC2)N(c2ccccc2)C1=O (configuration not stated)	-1	-6	-0.2	-1	-2	3	-5	0	29	1
CCN(CC)CCNC(=O)CCc1c(C)nc2c(c(C)nn2-c2ccc(C)cc2)c1C	1	-3	-27	4	6	-11	1	8	24	7
Cc1cc(NC(=O)COC(=O)C2CCN(S(=O)(=O)c3ccc(Cl)cc3)CC2)no1	-2	3	-0.4	-1	-8	-31	2	-3	24	5
CCOc1ccc(-n2c(SCC(=O)O)nc3sc4c(c3c2=O)CCCC4)cc1	4	-5	-1.0	0	-1	-12	-1	-4	33	nt
Cc1ccc(NC(=O)c2oc3ccccc3c2C)nc1	-12	35	3.2	1	-94	-82	56*	2	22	-16
Cc1ccc(-c2csc3ncnc(SCC(N)=O)c23)cc1	-5	-8	-0.2	0	11	-26	6	0	6	2
COc1ccc(Cl)cc1N/C(N)=N/c1nc(CSc2ccc(C)cc2)cc(=O)[nH]1	8	-4	0.0	4	28	-23	5	1	10	1
CC(=O)N1c2ccc(S(=O)(=O)N3CCCC(C(=O)Nc4ccc(F)cc4)C3)cc2CC1C (configuration not stated)	-9	8	0.2	4	6	-1	11	-1	9	-12
CC1(C)CC(=O)C(C(C2=C(O)CC(C)(C)CC2=O)c2cccs2)C(=O)C1 (configuration not stated)	3	-4	-0.1	0	0	5	-10	-4	13	-2
N#Cc1ccc(-c2ccc3c(c2)OCO3)nc1SCC(=O)OCc1ccccc1	5	-6	-0.3	6	-13	17	37	4	8	-1
O=C(CNC(=O)c1cc2c(n(-c3ccccc3)c1=O)CCCC2=O)c1ccccc1	0	1	-0.2	5	3	-17	9	2	14	1
CC(C)C(=O)Nc1cccc(NC(=O)c2ccc(Cl)cc2Cl)c1	4	-3	-0.1	-2	-10	0	10	9	19	-2
COc1ccc(S(=O)(=O)N(C)CC(=O)NCc2cccnc2)cc1OC	-1	-3	0.3	3	14	8	-9	-4	31	0
O=C(c1ccncc1)c1ccc(NC(=O)c2cccs2)cc1	-12	21	2.8	-4	-48	-24	5	6	22	9
Cc1ccc(-n2c(SCc3cn4ccsc4n3)nc3ccccc3c2=O)cc1	0	8	-0.5	0	-4	-49	19	-2	4	5
CC(=O)c1cc(-c2ccccc2)n(CCC(=O)NCc2cccs2)c1C	2	11	-0.4	1	13	-26	25	-2	96	-6
COc1ccccc1N1CCN(C(CNS(=O)(=O)c2ccccc2)c2cccnc2)CC1 (configuration not stated)	1	0	0.0	9	-15	18	7	6	17	-1
CC1(C)CC(=O)C2=C(C1)N(Cc1ccc(F)cc1)C(=O)C2(NC(=O)c1cccnc1)C(F)(F)F (configuration not stated)	4	0	-1.2	-1	-19	-14	-10	3	7	5
CC1CCN(S(=O)(=O)N2CCN(C(=O)c3ccc4c(c3)OCO4)CC2)CC1	-12	-4	0.5	-3	4	0	5	-11	nt	9
NC(=O)NCc1cccc(Cl)c1	-9	-2	-0.1	-2	10	-5	-18	-9	14	-14
O=C(NCc1ccco1)C1CC(O)CN1C(=O)Nc1ccccc1 (configuration not stated)	-10	17	2.3	0	-10	-40	?	-1	-5	-2
O=C(c1cc([N+](=O)[O-])cc([N+](=O)[O-])c1)N(c1ccccn1)c1ccccn1	-4	7	0.1	5	12	-12	32	5	32	-3
CC1CCN(C(=O)c2cc3nc(C4CC4)cc(C(F)(F)F)n3n2)CC1	6	-4	-0.2	-1	22	-10	-10	4	4	-2
N=c1ccn(Cc2ccc(Cl)cc2)cc1	5	5	-0.2	-2	-11	-18	15	-5	9	3
COC(=O)C1CCN(c2nc3ccccc3nc2C(C#N)C(=O)OCC(C)C)CC1 (configuration not stated)	6	-2	-0.5	2	38	-14	6	4	17	2
COCCOC(=O)c1c(NC(=O)CNC2CCCc3ccccc32)sc(C(N)=O)c1C (configuration not stated)	0	-13	-0.4	0	26	7	-14	-1	0	4
CC(C)Cc1ccc(C#N)c(SCC(N)=O)n1	1	-59*	nt	-3	9	-22	-69	3	22	1
COc1ccc(S(=O)(=O)Nc2ccc3cn[nH]c3c2)cc1C	8	-6	0.1	3	17	-15	6	12	9	2
C=CCOc1ccnc(-c2ccccc2)n1	2	3	0.4	0	-14	-11	5	-1	29	6
COc1ccccc1CNS(=O)(=O)c1ccc2c(c1)CC(C)N2C(=O)C1CCC1 (configuration not stated)	-3	-3	-0.2	-3	8	-48	-4	0	0	0
O=C(/C=C/c1cccs1)Nc1ccc(Br)cn1	-25	5	1.9	-1	-50	23	23	81*	9	-7
COc1ccc(C2CC(c3cccs3)=NN2C(=O)CSC2=NCCS2)cc1 (configuration not stated)	?	26	0.9	3	-34	-9	40	-3	4	4
Cc1cc(C)nc(N/N=C/c2cc3c(cc2[N+](=O)[O-])OCO3)n1	-7	-9	-0.8	-6	-7	-27	-10	3	4	1
COC(=O)N/N=C/c1cn(CCOc2ccccc2)c2ccccc12	-1	15	1.8	-4	-9	-41	29	5	0	2
COc1ccc(/C=C/C(=O)C2(O)CCCCC2)cc1	0	0	0.7	4	-41	-17	6	-4	-65	-3
CNC(=O)CNC(=O)Nc1ccc(Cl)c(Cl)c1	2	-5	-0.6	-4	-24	-23	12	0	7	-1
CC1(C)C(c2ccccc2)=NC(c2ccc(Br)cc2)N1O (configuration not stated)	-10	1	-0.3	1	-9	-49	12	2	2	-3
N#Cc1c(C(F)(F)F)cc(-c2cccs2)nc1SCC(=O)O	0	-12	-0.3	0	-3	-7	-6	2	21	9
CCS(=O)(=O)c1ccc(-c2csc(-c3ccccc3)n2)c(Cl)c1Cl	2	6	1.4	3	-28	6	25	4	3	-1

Single records, as listed above. Screens in order: SKKanGAS inh, HSF1 inh, HIF activator, HSP90 refold inh, aSyn 5UTR inh, KLF5 inhibitor, HSF1 activator, IEC-6 cytotox, AI-2 QS modul, Platelet DG rel
`O=C(CNC(=O)c1cc2c(n(-c3ccccc3)c1=O)CCCC2=O)c1ccccc1` reads 0, 1, -0.2, 5, 3, -17, 9, 2, 14, 1
`COCCOC(=O)c1c(NC(=O)CNC2CCCc3ccccc32)sc(C(N)=O)c1C` (configuration not stated) reads 0, -13, -0.4, 0, 26, 7, -14, -1, 0, 4

(further entries)
SMILES	SKKanGAS inh	HSF1 inh	HIF activator	HSP90 refold inh	aSyn 5UTR inh	KLF5 inhibitor	HSF1 activator	IEC-6 cytotox	AI-2 QS modul	Platelet DG rel
O=C(O)c1[nH]c2ccccc2c1C(c1cc(Br)ccc1O)c1c(C(=O)O)[nH]c2ccccc12	-14	0	-20	2	6	-20	2	-6	nt	-9
O=C(Nc1nnc(C2=COCCO2)o1)c1ccc(Cc2ccccc2)cc1	93*	-2	-0.3	3	-3	-39	-8	-4	16	1
Cn1c(=O)n(C)c2cc(NC(=O)CSc3nnc(-c4ccccc4O)n3-c3ccccc3)ccc21	0	13	-0.4	5	-18	6	12	-3	17	10
COc1ccc2c(c1)[N+](C)(C)C(C)(C)C=C2C	3	2	-0.6	4	-7	7	0	-1	14	14
CCC(C(=O)NCCC(C)C)n1ccc2cc(S(=O)(=O)N3CCCCC3)ccc21 (configuration not stated)	-12	6	-1.0	1	10	-34	15	-1	26	-2
O=C(Cc1ccccc1[N+](=O)[O-])NCCC1=CCCCC1	0	-7	0.8	3	6	-8	1	7	8	-4
Cc1nn(-c2ccccc2)c2c1C(O)n1c(nc3ccccc31)S2 (configuration not stated)	8	-8	0.1	1	-67	-28	5	2	9	0
CC(=O)Oc1ccc(-c2ccc(C(=O)OCC(=O)N(C)CC(=O)Nc3ccccc3Cl)cc2)cc1	13	3	1.0	-1	-16	-14	5	-8	22	3
CC(=O)C1=C(C)OC(N)=C(C#N)C1c1ccco1 (configuration not stated)	-1	-9	0.4	4	-4	10	-1	-4	14	0
NNC(=O)c1cc(-c2ccccc2)sc1N	-6	13	-3.1	3	-29	-12	13	-2	55	-3
CCC(=O)NCCc1nc2ccccc2n1CC(=O)c1ccccc1	3	-2	-0.1	5	2	9	-4	3	45	-2
Cc1ccc(S(=O)(=O)N(Cc2ccc(Cl)cc2)c2ccccc2C(=O)NCc2ccco2)cc1	8	1	0.5	2	23	3	-10	-2	13	-8

Screening data deposited in PubChem BioAssay by several laboratories.
